Screening results as filed in PubChem BioAssay.
GBA activity up: GBA activity enhancers in patient fibroblasts, primary screen, cell-based. activation, % at 10 µM. Lysosomal acid glucosylceramidase (Homo sapiens), P04062. L444P Gaucher fibroblasts, 4-MU-glucoside fluorescence, 3 days. 0.44% of 30,000 active. AID 784, 2007; in the data active = activation above about 65%;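 also: 0% = vehicle wells and 100% = positive control wells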
Target sequence (P04062 whole entry L483P): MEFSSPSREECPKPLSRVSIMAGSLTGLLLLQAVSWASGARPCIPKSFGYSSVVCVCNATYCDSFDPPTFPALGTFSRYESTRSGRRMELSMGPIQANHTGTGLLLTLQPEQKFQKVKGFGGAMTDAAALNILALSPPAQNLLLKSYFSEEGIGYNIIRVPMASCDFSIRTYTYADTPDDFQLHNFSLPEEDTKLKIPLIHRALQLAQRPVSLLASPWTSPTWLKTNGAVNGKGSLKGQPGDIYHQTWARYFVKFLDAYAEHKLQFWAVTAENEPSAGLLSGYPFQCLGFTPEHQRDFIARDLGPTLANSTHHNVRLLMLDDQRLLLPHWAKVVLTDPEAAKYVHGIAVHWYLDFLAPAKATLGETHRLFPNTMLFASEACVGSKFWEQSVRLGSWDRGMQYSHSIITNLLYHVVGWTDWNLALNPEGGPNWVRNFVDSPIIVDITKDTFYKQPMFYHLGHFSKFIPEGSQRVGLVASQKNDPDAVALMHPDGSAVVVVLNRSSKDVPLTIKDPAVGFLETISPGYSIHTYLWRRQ
* hit, by the source's call.

SMILES	GBA activity up
COc1ccc(-n2c(C)cc(C(=O)Cn3nnc4ccccc4c3=O)c2C)cc1	-8
Cn1c(Cc2ccccc2)nnc1SCC(=O)Nc1ccc2c(c1)OCCO2	-30
COCC(=O)Nc1cc(OC)c(Cl)cc1OC	-13
CCOCCc1c(O)nc(SCC(=O)NCc2ccco2)[nH]c1=O	13
Cc1cc(C(=O)Cn2cncn2)c(C)n1CCc1ccc(F)cc1	-2
O=C(c1ccco1)N1CCN(C(c2ccccn2)c2nnnn2C2CCCC2)CC1 (stereo not given)	-15
Cn1c(=O)oc2cc(S(=O)(=O)NCCC(=O)NC3CCCc4ccccc43)ccc21 (stereo not given)	12
CCn1c(Cc2ccccc2)nnc1SCC(=O)Nc1nc(C)c(C)s1	61
COc1ccc(-c2noc(-c3ccccc3C(=O)Nc3cccnc3)n2)cc1	-16
CCCC(=O)Nc1cccc(C(=O)Nc2nccs2)c1	4
c1csc(-c2nc3nc4ccccc4nc3n2Cc2ccc3c(c2)OCO3)c1	-12
CN1CCN(CC(=O)Nc2sc3c(c2C#N)CCC(C(C)(C)C)C3)CC1 (stereo not given)	-104
CCCc1ccc(C(C)NC(=O)c2cnccn2)cc1 (stereo not given)	-17
NC(=O)c1c(-c2ccccc2)oc2ccc(O)cc12	-8
COc1cccc2cc(C(C)=O)c(=O)oc12	14
COC(=O)c1cc(OC)c(OC)cc1NC(=O)CCCCCN1C(=O)CCC1=O	-11
CC(C)CC(c1nnnn1C(C)(C)C)N1CCN(C2CCCC2)CC1 (stereo not given)	-9
O=C(c1ccc(-c2ccccc2)cc1)N1CCN(c2ncccn2)CC1	-11
CC(=O)Nc1ccc(C(=O)CSc2nnnn2C(C)C)cc1	-16
CC1CCN(c2nnc(N)s2)CC1	-21
COc1ccc(N2CCN(c3oc(COc4ccc(Cl)cc4Cl)nc3C#N)CC2)cc1	-23
CC(=O)Nc1ccc2nc(-c3cccnc3)[nH]c2c1	4
COc1ccccc1C(c1nnnn1C(C)(C)C)N1CCCCCC1 (stereo not given)	-15
Cc1ccc(N)cc1CN1CCCC1=O	-5
CCOc1ccc(-n2c(COc3ccccc3)nnc2SCC(N)=O)cc1	-3
N#CCC(=O)N1CCn2c1nc1ccccc12	-4
O=C(c1cccc(Cl)c1)N(Cc1cccs1)C1CCS(=O)(=O)C1 (stereo not given)	15
Cc1cc2nc(SC(C)C(=O)O)[nH]c2cc1C (stereo not given)	-9
COc1cc2[nH]c(=S)n(NC(=O)CC(C)C)c(=O)c2cc1OC	-20
O=C(NCCN1CCOCC1)c1noc2c1CCc1ccccc1-2	-16
Cc1ccsc1C(=O)OC1CCOC1=O (stereo not given)	11
COc1ccccc1C(=O)N1CCN(CCc2ccccc2)CC1	-11
COC(=O)C(CC(C)C)NC(=O)CSc1nc(-c2ccccc2)c(C#N)c(=O)[nH]1 (stereo not given)	-6
CC(C)C(OC(=O)C1CCCO1)C(=O)NC1CCCC1 (stereo not given)	2
CCOC(=O)c1c(CN2CCC(C)CC2)oc2ccc(OC)cc12	-40
CC(=O)c1c(COC(=O)c2ccco2)nc2ccccc2[n+]1[O-]	-1
Cc1ccc(C)c(C(=O)NCCN(C)C)c1	8
Nc1ccc(Cl)c(NC(=O)c2cccs2)c1	-24
Cc1cc(=O)n2[nH]c(-c3ccccc3Cl)cc2n1	-18
O=C(CSc1nc(-c2ccco2)cc(C(F)(F)F)n1)NCCc1ccccc1	-5
O=C(c1cccs1)N1CCN(C(=O)N2CCOCC2)CC1	-12
Cc1cc(C)c2oc(-c3ccc(Cl)c(NC(=O)c4ccc(C#N)cc4F)c3)nc2c1	-3
CCOc1ccccc1NC(=O)N1CCC(NC(=O)c2ccccc2C)CC1	-41
CSCC[C@H](NC(=O)OC(C)(C)C)c1nnc(SCc2ccc(F)cc2)o1	-17
C#CCN1C(=O)C(O)(CC(=O)c2ccc(OC)c(OC)c2)c2ccccc21 (stereo not given)	-2
Cc1nc(CNS(=O)(=O)c2ccc(Oc3ccccc3)cc2)cs1	-27
CCCOc1ccc(C(=O)N2CCCC2C(=O)O)cc1 (stereo not given)	-8
COc1ccc(N(CC(=O)N2c3ccccc3CC2C)S(=O)(=O)c2c(C)nn(C)c2C)cc1 (stereo not given)	0
O=C(NCC1CCCO1)C1CC(=O)N(C2CCCCCC2)C1 (stereo not given)	41
O=C(COc1ccc(S(=O)(=O)N2CCOCC2)cc1)Nc1ccc2c(c1)OCCO2	-16
O=C(NCCc1c[nH]c2ccccc12)c1cnc2sccn2c1=O	-11
COc1ccc(C2c3c(-c4ccccc4O)n[nH]c3C(=O)N2CCc2ccc(OC)c(OC)c2)cc1 (stereo not given)	-1
O=C(COc1cccc(Oc2ccccc2)c1)Nc1ncccn1	-14
CCOC(=O)Cn1cc(C(=O)c2cccs2)c2ccccc21	-11
O=S(=O)(Nc1cccnc1)c1cccs1	-7
CN1CCN(S(=O)(=O)c2ccc(NC(=O)c3cccs3)cc2)CC1	3
CCCCNC(=O)CC1N=C2c3ccccc3N=C(SCC(=O)Nc3ccc(OC)cc3)N2C1=O (stereo not given)	-8
Oc1ccc(Nc2nc(N3CCCC3)c3ccccc3n2)cc1	-12
CC(C)OCC(O)CN (stereo not given)	-27
CCOC(=O)c1cnn(CCOC(=O)Cc2cccs2)c1NC(=O)Cc1cccs1	-9

Next section:
SMILES	GBA activity up
COc1ccc(NC2CC(=O)N(C(C)C)C2=O)cc1 (stereo not given)	-21
CCc1nnc(NC(=O)CSc2nnc(-c3ccc(OC)cc3)n2C)s1	5
c1ccc(COc2cccc(CN3CCN(c4ccccn4)CC3)c2)cc1	-1
Oc1ccccc1C1=NCCNC(C(F)(F)C(F)F)=C1	-6
Cc1cccn2c(=O)c3cc(C(=O)Nc4ccc(N(C)C)cc4)n(C)c3nc12	-17
CCOC(=O)c1c(C)[nH]c2cc(Br)c(O)cc12	5
CNC(=O)CSc1nnc(COc2ccc(Cl)cc2)n1CCOC	-27
CCOC(=O)c1c(N)nn(C(=O)C(C)C)c1-c1ccccc1	-4
CCOc1ccc2[nH]c(=O)c(CN(Cc3ccco3)C(=O)c3cccc(F)c3)cc2c1	-29
COc1ccccc1-n1c(N)c(C(N)=O)sc1=S	3
COc1ccc(C2Oc3ccccc3N2C(C)=O)cc1 (stereo not given)	58
O=C(Nc1cccc(NC(=O)c2nccc3ccccc23)c1)c1ccco1	6
C=CCNC(=O)CSc1ccc(Cl)cc1	-19
COc1ccc(OC)c(S(=O)(=O)Nc2ccccc2C(F)(F)F)c1	-5
CCOc1ncccc1C(=O)OCC(=O)Nc1ncc(C(F)(F)F)cc1Cl	-1
CC(C)C1N=C2c3ccccc3N=C(SCc3cc(=O)n4cc(Cl)ccc4n3)N2C1=O (stereo not given)	-11
CCOCC(=O)Nc1nnc(Cc2ccc(OC)c(OC)c2)s1	-29
CC(C)NCC(O)COc1ccc(CC(N)=O)cc1 (stereo not given)	-30
COc1ccccc1NC(=O)N(CCCN1CCOCC1)Cc1cc2cc3c(cc2[nH]c1=O)OCO3	18
CC(C)OC(=O)CSc1nnc(CNc2nc(-c3ccccc3)cs2)n1C	1

Given with each value named: entries from further up
NC(=O)c1c(-c2ccccc2)oc2ccc(O)cc12
  GBA activity up: -8
COc1cccc2cc(C(C)=O)c(=O)oc12
  GBA activity up: 14
COC(=O)c1cc(OC)c(OC)cc1NC(=O)CCCCCN1C(=O)CCC1=O
  GBA activity up: -11
CC(C)CC(c1nnnn1C(C)(C)C)N1CCN(C2CCCC2)CC1 (stereo not given)
  GBA activity up: -9

Next part.
SMILES	GBA activity up
N#C/C(C(=O)N1CCOCC1)=C1/SC=C(c2ccccc2)N1c1ccccc1	-9
O=C(O)c1cccnc1Oc1ccccc1	-4
COc1ccc(NC(=O)COC(=O)c2cnccn2)cc1Cl	19
Cc1cccc(Nc2nc3c(c(=O)n(C)c(=O)n3C)n2Cc2ccccc2)c1	-21
CCCCn1c(=O)c(Cc2ccccc2)c(O)c2ccccc21	4
CC(=O)NC(O)C(=O)c1ccco1 (stereo not given)	5
CCn1c(SCC(=O)c2cc(OC)ccc2OC)nnc1C(C)C	12
CCCCCCC1/C(=N/O)CCC1C(=O)OC (stereo not given)	0
N#CCSc1nc(Nc2ccc3c(c2)OCO3)c2ccccc2n1	-40
COc1ccc(NC(=O)Cn2nnc(-c3ccccc3F)n2)cc1Cl	-43
N#Cc1cc2c(nc1SCC(O)CS(=O)(=O)Cc1ccccc1)CCCC2 (stereo not given)	-14
COc1ccc(NC2=CC(=O)CC(C)(C)C2)cc1OC	3
COc1ccc(S(=O)(=O)NCc2ccc(C(=O)N3CCN(c4ccccn4)CC3)cc2)cc1	-9
O=C(O)CCN1C(=O)NC2(CCCC2)C1=O	-15
CC(Cc1c[nH]c2ccccc12)NC(=O)C1CCCNC1=O (stereo not given)	-8
COc1ccc(CCNC(=O)c2nnn(-c3ccc4c(c3)OCCO4)c2N)cc1OC	-6
COCCN(CCOC)c1ncc(Cl)c(C(=O)c2c(C)cc3ccccn23)n1	-33
CCSc1nnc(NC(=O)CCNS(=O)(=O)c2cc(Br)cnc2N)s1	37
Cc1noc(C)c1CSc1nnc2sc3ccccc3n12	-10
CC1CCc2nc(NC(=O)CSc3nc4ccccc4o3)sc2C1 (stereo not given)	-12
CCCS(=O)(=O)NCCc1cc2cc(C)c(C)cc2[nH]c1=O	-4
C/C(=C\C(=O)c1ccc(C)o1)Nc1ccc(C(=O)O)cc1C	-4
CCn1[nH]c(=O)c(=Nc2c(C)n(C)n(-c3ccccc3)c2=O)cc1-c1ccc(Cl)cc1	31
Cc1[nH]c2c(Cl)cccc2c(=O)c1CN1CCCC1	0
COc1ccccc1N(C)S(=O)(=O)c1ccc(C(=O)NC2=NCCS2)cc1	-19
COC(=O)c1oc2ccc(Br)cc2c1-n1cccc1	2
Cc1cc(C)n(-c2nc3c(c(=O)n(Cc4ccc(Cl)c(Cl)c4)c(=O)n3C)n2C)n1	-11
Cc1ccc(-n2c(=O)[nH]cc(C(=O)Nc3ccc4c(c3)OCCO4)c2=O)cc1C	7
CC1CN(c2oc(COc3ccc(Cl)cc3Cl)nc2C#N)CC(C)O1 (stereo not given)	-8
Cc1ccc(S(=O)(=O)NCC(=O)OC2CCOC2=O)cc1 (stereo not given)	-2
c1ccc2[nH]c(NCCCN3CCOCC3)nc2c1	-4
CCOC(=O)c1sc(NC(=O)c2cccc(S(=O)(=O)N3CCN(C)CC3)c2)cc1C	-29
COc1ccc(OC)c2[nH]c(=O)c(CCNC(=O)c3ccc(S(=O)(=O)N4CCCC4)cc3)cc12	-42
CC(C)c1ccc(O)c(NC(=O)c2ncn[nH]2)c1	7
CCOC(=O)c1nnn(-c2nonc2N)c1CSc1ccccn1	-18
COC(=O)Sc1nnc(-c2ccc(Br)cc2)o1	3
COC(=O)c1ccc2c(=O)n(CCN3CCOCC3)c(=S)[nH]c2c1	-23
Cc1ccc(N2C(=O)[C@@H]3C(c4ccc(F)cc4)=NO[C@@H]3C2=O)cc1	28
CCCN1Cc2cccc(C(=O)NCCCOC(C)C)c2C1=O	-14
COc1ccc(N2CCN(C(=O)CSc3ccccc3N)CC2)cc1	-12

Reprinted at random: four compounds from above, in no set order.
SMILES	GBA activity up
Cc1[nH]c2c(Cl)cccc2c(=O)c1CN1CCCC1	0
COc1ccccc1-n1c(N)c(C(N)=O)sc1=S	3
CCSc1nnc(NC(=O)CCNS(=O)(=O)c2cc(Br)cnc2N)s1	37
N#Cc1cc2c(nc1SCC(O)CS(=O)(=O)Cc1ccccc1)CCCC2 (stereo not given)	-14

(cont.)
SMILES	GBA activity up
O=C(CCN1c2ccccc2Sc2ccccc21)OCC(=O)N1CCN(C(=O)c2ccco2)CC1	-29
Cc1ccc(C2C=C(c3ccc4c(c3)OCO4)Nc3ncnn32)cc1 (stereo not given)	-4
CC(=O)c1cccc(N(CC(=O)Nc2cccnc2)S(C)(=O)=O)c1	2
CCOC(=O)c1cc2c(n(-c3ccccc3)c1=O)CC(C)(C)CC2=O	2
COc1ccc(-c2nc(C#N)c(N3CCOCC3)o2)cc1OC	-2
CC(=O)Nc1sc(NC(=O)c2ccccc2)nc1-c1cccs1	-3
CCCCN=C(C)c1c(O)c2ccccc2oc1=O	-6
O=C(Nc1ccc2c(c1)OCCO2)c1ccncc1	8
O=C1c2ccccc2C(=O)N1CC1c2ccccc2CCN1S(=O)(=O)c1cnc[nH]1 (stereo not given)	2
CCc1nn2c(N3CCOCC3)cc(C)nc2c1-c1ccc(F)cc1	-14
COc1ccc(OC)c(N(CC(=O)N2CCCC2)S(=O)(=O)c2ccc(OC)c(OC)c2)c1	-12
O=C(CCCC(=O)N(CC(=O)NC1CCCC1)Cc1ccccc1Cl)Nc1ccccn1	-13
CC(=O)Nc1cccc2c1C(=O)NC2=O	-10
C=CCSc1ncccc1C(=O)O	-4
CCOC(=O)c1cnn(CCOC(=O)c2cccs2)c1NC(=O)c1cccs1	-8
CN(CC(=O)Nc1ccc(F)c(F)c1)S(=O)(=O)c1cccc2nsnc12	121*

Filtered by structure, the entries above containing bromine
SMILES	GBA activity up
CCOC(=O)c1c(C)[nH]c2cc(Br)c(O)cc12	5
CCSc1nnc(NC(=O)CCNS(=O)(=O)c2cc(Br)cnc2N)s1	37
COC(=O)c1oc2ccc(Br)cc2c1-n1cccc1	2
COC(=O)Sc1nnc(-c2ccc(Br)cc2)o1	3

In the list so far, these have a COOH group.
SMILES	GBA activity up
Cc1cc2nc(SC(C)C(=O)O)[nH]c2cc1C (stereo not given)	-9
CCCOc1ccc(C(=O)N2CCCC2C(=O)O)cc1 (stereo not given)	-8
O=C(O)c1cccnc1Oc1ccccc1	-4
O=C(O)CCN1C(=O)NC2(CCCC2)C1=O	-15
C/C(=C\C(=O)c1ccc(C)o1)Nc1ccc(C(=O)O)cc1C	-4
C=CCSc1ncccc1C(=O)O	-4

This is a subset; rates above refer to the full screens.
